Screening data: PubChem BioAssay, Broad Institute
RAD54 branch: inhibitors of human RAD54 branch migration, primary screen, biochemical, fluorescence, single point; inhibition, % at 10.4 µM; RAD54 Holliday junction branch migration, FAM/BHQ fluorescence; DNA repair and recombination protein RAD54-like (Homo sapiens), Q92698; AID 602329, 2012; 360,000 tested, 0.14% active;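 active = mean normalized replicate activity at least 40 and at least half of replicates scoring 40 or more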;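 also: 0% = median of neutral control wells and 100% = median of positive control wells; inhibitors cause a drop in the FAM fluorescence signal; in these data hits start at about 50%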
Target sequence (Q92698 whole entry, looked up): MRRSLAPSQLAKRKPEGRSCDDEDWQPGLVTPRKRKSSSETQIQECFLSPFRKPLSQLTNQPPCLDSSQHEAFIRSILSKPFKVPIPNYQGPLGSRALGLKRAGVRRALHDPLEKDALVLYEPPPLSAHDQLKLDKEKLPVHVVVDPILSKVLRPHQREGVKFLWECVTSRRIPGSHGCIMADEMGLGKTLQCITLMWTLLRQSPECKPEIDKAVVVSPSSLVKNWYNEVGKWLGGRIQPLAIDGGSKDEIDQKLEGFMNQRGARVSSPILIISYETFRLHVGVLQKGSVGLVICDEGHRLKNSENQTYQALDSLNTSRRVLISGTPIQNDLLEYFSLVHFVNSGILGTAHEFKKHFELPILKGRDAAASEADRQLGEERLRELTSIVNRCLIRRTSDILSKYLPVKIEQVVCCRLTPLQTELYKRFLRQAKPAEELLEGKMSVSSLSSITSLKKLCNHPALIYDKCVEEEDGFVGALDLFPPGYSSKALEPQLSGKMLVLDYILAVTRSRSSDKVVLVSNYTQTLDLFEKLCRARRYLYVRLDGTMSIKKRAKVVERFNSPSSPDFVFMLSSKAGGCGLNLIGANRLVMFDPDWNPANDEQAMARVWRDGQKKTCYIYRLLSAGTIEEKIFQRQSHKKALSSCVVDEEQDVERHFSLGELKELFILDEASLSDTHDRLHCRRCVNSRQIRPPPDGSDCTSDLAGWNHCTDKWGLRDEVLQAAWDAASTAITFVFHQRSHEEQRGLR
esBAF inh: Bmi1 luciferase reporter increase in mESCs, primary screen, esBAF inhibitor project, mouse ES cells, Bmi1 luciferase knock-in, single point. 24 h; 100% = twice the neutral-well signal. reporter increase, % at 12.5 µM. 350,000 tested, 2% active; in the data active = activation above about 40%;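 also: 0% = median of the plate's neutral control wells and 100% = double that signal; a rise in the Bmi1 reporter signal indicates esBAF inhibition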
XiGFP reactiv: activators of inactive X chromosome reactivation, primary screen, imaging, XiGFP fibroblasts, GFP high-content imaging, set 2. XiGFP mouse fibroblasts, % GFP-positive cells imaging, 3 d; cells co-treated with 5-aza-dC sensitizer; scaled so ellipticine positive control = 100%. activation, % at 7.58 µM. 360,000 tested, 0.055% active. AID 743238, 2013;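 active = mean normalized replicate activation at least 10% and every replicate at or above 10%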;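 also: 0% = median of on-plate neutral control wells and 100% = ellipticine 6 µM median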
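Assay system – SV40-immortalized XiGFP fibroblast cells, line 68-5-11 · Buffer or medium – DMEM supplemented with 5-aza-dC as sensitizing agent · Dosing – one concentration, pinned · Benchmarks – positive control ellipticine, 6 µM final · Times – 3 days compound exposure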
GSIS activator: GLuc luminescence reporter in INS-1E cells, primary screen for activators of glucose-dependent secretion of insulin. INS-1E GLuc reporter insulin secretion, 2-3 h. activation, % at 16.6 µM. 370,000 tested, 0.61% active;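 active = lowest replicate activation of at least 40%, so every replicate reaches that level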;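 also: 0% = median of neutral control wells and 100% = median of IBMX positive control wells; some compounds called inactive have numbers as strong as hits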
ARNT-TACC3 inh: disruptors of ARNT/TACC3 protein interaction, primary screen, biochemical, AlphaScreen, single concentration | inhibition, % at 9.99 µM | AlphaScreen His-ARNT PAS-B/GST-TACC3 binding, luminescence; TACC3 fragment carries E629A point mutation | 390,000 tested, 0.66% active | AID 623870, 2012;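 active = mean inhibition of replicates at least 50% and at least half of replicates each reaching 50%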;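 also: 0% = complete ARNT plus TACC3 wells and 100% = ARNT alone without TACC3; many hits fall short of the cut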
RAD52 anneal inh: RAD52 DNA annealing inhibitors, primary screen, biochemical, FRET, single point, set 2; DNA repair protein RAD52 homolog (Homo sapiens), P43351; recombinant RAD52 DNA annealing, FRET fluorescence; inhibition, % at 18.7 µM; 360,000 tested, 0.46% active; AID 651710, 2012;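 active = every replicate showing at least 50% inhibition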
F508del corr: F508del CFTR correction, initial screen, CFBE line, single point | CFBE cells, YFP halide quenching; stimulated with forskolin plus potentiator P3; % fluorescence drop versus neutral controls | activity (quench increase), % at 7.58 µM | 350,000 tested, 0.36% active;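 active = mean added fluorescence quench of at least 8% versus neutral control, with both replicates also reaching 8%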;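 also: cells transiently co-express mutant CFTR-F508del with the halide-sensitive YFP; corrector assay measuring rescue of mutant channel to the surface after 24 h compound exposure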
ERAP1 HTS inh: human ERAP1 aminopeptidase inhibitors, primary screen, biochemical, single point, plate reader; Endoplasmic reticulum aminopeptidase 1 (Homo sapiens), Q9NZ08; recombinant ERAP1, Leu-AMC fluorescence, 60 min; inhibition, % at 10.7 µM; 340,000 tested, 0.15% active;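 active = mean replicate inhibition of at least 30%, or all replicates individually reaching that 30% level; inactive = mean below 30% and not every replicate reaching it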;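 also: 0% = neutral control wells and 100% = L-leucinethiol positive control wells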
* = called active by the depositor; . = not tested or not shown.

SMILES	RAD54 branch	esBAF inh	XiGFP reactiv	GSIS activator	ARNT-TACC3 inh	RAD52 anneal inh	F508del corr	ERAP1 HTS inh
COc1cc(C(=O)OCC(=O)Nc2sccc2C(N)=O)cc(OC)c1OC	.	-8	0.4	23	1	-11	-1.6	-1
CC(NC(=O)COc1ccc(/C=N/NC(=O)CO)cc1)c1ccccc1 (stereo not given)	-6	1	-0.1	-12	-4	-7	-3.1	-1
COc1ccc(CCC(=O)Nc2ccc3c(c2)OCO3)cc1	-7	-3	0.0	-2	5	-4	-2.9	1
CC(C)C1Cc2[nH]c(=O)c(C(=O)O)cc2CO1 (stereo not given)	4	-4	.	15	-5	.	.	.
COc1ccc(CC(=O)Nc2cccc3ncccc23)cc1OC	.	.	0.3	2	5	-6	0.3	0
O=C(C[C@H]1CC[C@H]2[C@@H](COC[C@H](O)CN2CC2CCCCC2)O1)NCC1CC1	6	-1	0.1	-1	-5	11	-2.4	0
Cc1cc(C)n2c(Nc3ccc4c(c3)OCCO4)c(C(C)C)nc2n1	.	.	-0.1	-4	.	5	3.0	9
Cc1cc(O)ccc1NC1=CC(=O)CC(C)(C)C1	.	.	0.1	-7	8	-7	0.4	-7
O=C(Cc1ccccc1F)Nc1nc2ccccc2[nH]1	.	.	-0.1	24	2	3	1.8	1
Cc1ccc(C)c(S(=O)(=O)Nc2ccc(C(=O)NCC(c3ccco3)N3CCCCC3)cc2)c1 (stereo not given)	0	-1	0.0	-17	5	-23	0.5	0
COc1ccc(C(=O)c2[nH]c(N)c(C(=O)NCCc3c[nH]c4ccccc34)c2-c2ccc(Cl)cc2)cc1	.	.	0.3	2	.	3	4.2	-1
COc1ccc(N2C(=O)C3C(C2=O)C3(c2ccccc2)c2ccccc2)cc1 (stereo not given)	.	.	0.1	-31	-3	0	0.9	0
COCC(=O)Nc1ccc2c(c1)[C@H]1C[C@@H](CC(=O)NCc3cccnc3)O[C@H](CO)[C@H]1O2	-5	0	0.2	6	-1	8	-4.6	-3
CO[C@H]1CN(C)C(=O)c2cc(NC(=O)C3CC3)ccc2OC[C@H](C)N(Cc2ccccc2)C[C@H]1C	-2	2	0.1	-18	-5	-7	0.8	0
N#CC1=C(N)N2C(=C(C#N)C13CCN(Cc1ccccc1)CC3)Nc1ccccc12	2	-9	.	-12	6	.	.	.
O=C(C[C@H]1C[C@@H]2c3cc(NC(=O)c4ccc5c(c4)OCO5)ccc3O[C@@H]2[C@H](CO)O1)NC1CCCCC1	8	8	0.2	-13	7	2	-0.4	-2
CC(=O)Nc1ccc(-c2ccnc3c2CC(C(=O)Nc2cccc(C(F)(F)F)c2)O3)cc1 (stereo not given)	0	9	0.1	-11	.	-8	-1.7	0
Cc1ncc(CN2CCC(C(=O)Nc3cccc(-c4cscn4)c3)CC2)cn1	-5	.	-0.1	11	.	-8	-1.9	0
CCOC(=O)C1=C(N)Oc2cc(O)ccc2C1c1ccc(F)cc1F (stereo not given)	-13	-3	0.0	0	-1	-32	-3.3	0
COc1ccc(C#Cc2ccc3c(c2)[C@@H]2[C@@H](CCN2C(=O)C2CCOCC2)[C@@H](CO)N3)cc1	-10	1	0.2	14	-2	.	2.1	.
CN1CCN(C(=O)C[C@@H]2CC[C@@H]3[C@H](COC[C@@H](O)CN3CC3CC3)O2)CC1	7	-5	0.2	9	-4	-10	-1.0	0
COc1cccc(OC)c1C(=O)Nc1ccc(N2CCN(C(=O)c3ccco3)CC2)cc1	11	39	0.0	-4	-1	-8	0.2	5
COC(=O)c1ccc(NC(=O)c2ccccc2NS(=O)(=O)c2ccccc2)cc1	-3	-8	.	-22	-13	-10	7.3	2
CS(=O)(=O)N(CC(=O)NCc1ccccc1)c1ccc(Cl)cc1	4	9	0.2	24	-5	-1	-1.1	-2
COCc1cn(CC[C@H]2CC[C@@H](NC(=O)c3ccncc3)[C@H](CO)O2)nn1	2	-2	0.1	7	-47	-3	-1.5	-2
COc1cccc(S(=O)(=O)Nc2ccc3c(c2)[C@@H]2C[C@@H](CC(=O)N(C)C)O[C@H](CO)[C@@H]2O3)c1	1	-5	0.1	10	-3	-2	-2.1	2
O=C1CN(C(=O)COC(=O)CCCOc2ccccc2)c2ccccc2N1	6	3	0.2	13	4	-13	2.3	-1
O=C(Nc1ccccc1F)N[C@@H]1CC[C@H](CCNC(=O)C2CCOCC2)O[C@H]1CO	-11	-1	-0.2	2	-7	-6	0.1	-1
CCC(=O)Nc1ccc(N2CCOCC2)c(S(=O)(=O)Nc2ccc(OC)cc2)c1	.	.	0.1	-2	-2	-15	-2.4	1
NC(=O)c1ccc(N2CCCC2)nc1	-1	-3	0.1	33	-5	-15	-2.9	0
Cc1cc(NC(=O)C2CC(c3ccc(F)cc3)=NO2)n(-c2ccccc2)n1 (stereo not given)	8	0	0.0	-7	-3	-4	-2.3	6
CCN(CC(=O)NC1CCS(=O)(=O)C1)S(=O)(=O)c1cc(C)ccc1C (stereo not given)	.	.	-0.2	25	2	-6	-2.3	5
CCOc1cc(/C=C(/C#N)C(=O)Nc2ccc(OC)cc2)ccc1OCc1ccc(C(=O)O)cc1	9	-7	0.0	.	-4	2	-0.2	0
COc1ccc(C(=O)Nc2nc3ccccc3s2)c(OC)c1	14	-85	0.2	4	1	0	4.6	1
Cc1cc2c(cc1S(=O)(=O)NCc1ccccc1Cl)OCCN2C	1	4	0.0	3	6	-5	-1.6	3
COC(=O)c1cc(S(=O)(=O)N(C)C2CCCCC2)cn1C	15	-1	0.0	31	-7	-10	0.9	-3

A stretch taken from the entries so far, for reference:
SMILES	RAD54 branch	esBAF inh	XiGFP reactiv	GSIS activator	ARNT-TACC3 inh	RAD52 anneal inh	F508del corr	ERAP1 HTS inh
Cc1cc2c(cc1S(=O)(=O)NCc1ccccc1Cl)OCCN2C	1	4	0.0	3	6	-5	-1.6	3
COC(=O)c1cc(S(=O)(=O)N(C)C2CCCCC2)cn1C	15	-1	0.0	31	-7	-10	0.9	-3

Some of these compounds in order of SMILES length, ascending.
SMILES	RAD54 branch	esBAF inh	XiGFP reactiv	GSIS activator	ARNT-TACC3 inh	RAD52 anneal inh	F508del corr	ERAP1 HTS inh
Cc1cc2c(cc1S(=O)(=O)NCc1ccccc1Cl)OCCN2C	1	4	0.0	3	6	-5	-1.6	3
Cc1cc(NC(=O)C2CC(c3ccc(F)cc3)=NO2)n(-c2ccccc2)n1 (stereo not given)	8	0	0.0	-7	-3	-4	-2.3	6
CCOc1cc(/C=C(/C#N)C(=O)Nc2ccc(OC)cc2)ccc1OCc1ccc(C(=O)O)cc1	9	-7	0.0	.	-4	2	-0.2	0

(continued)
SMILES	RAD54 branch	esBAF inh	XiGFP reactiv	GSIS activator	ARNT-TACC3 inh	RAD52 anneal inh	F508del corr	ERAP1 HTS inh
CCN(CC)S(=O)(=O)c1ccc(NC2c3ccccc3C(=O)N2Cc2ccc3c(c2)OCO3)cc1 (stereo not given)	-7	-9	-0.1	-23	-10	-7	-0.8	-2
COC(=O)CN1C(=O)C(O)(CC(=O)c2ccc(C)cc2)c2cc(Br)ccc21 (stereo not given)	-3	3	0.0	-19	-1	-2	1.4	.
Cc1c(C#N)c2n(c1C)CCCC(=O)N2	-4	-5	0.2	1	.	-19	-0.5	1
COCCNC(C)C(=O)Nc1ccc(Br)cc1 (stereo not given)	-1	3	.	6	0	.	.	.
COc1ccc(NC(=O)CN(c2ccccc2)S(=O)(=O)c2ccccc2)c(OC)c1	-1	0	-0.3	-5	-2	-6	0.1	0
COc1ccc(NS(=O)(=O)c2ccc(Cl)c(NC(=O)c3ccccc3F)c2)cc1	-19	6	0.2	.	2	-10	-4.8	1
CO[C@@H]1CN(C)C(=O)c2ccc(NC(=O)Nc3ccccc3)cc2OC[C@@H](C)N(C(=O)CN(C)C)C[C@H]1C	15	25	-0.2	-5	14	6	-1.6	2
O=C(/C=C/c1ccc2c(c1)OCCCO2)c1ccc2ccccc2c1O	6	45*	0.2	-7	0	.	.	.
CN(C)C(=O)C[C@@H]1C[C@H]2c3cc(NC(=O)Nc4ccccc4F)ccc3O[C@H]2[C@H](CO)O1	-12	0	0.3	-1	0	-4	-1.5	-6
CC(C)(C)c1ccc(NC(=O)CN2C(=O)NC(C)(C3CC3)C2=O)cc1 (stereo not given)	-4	1	0.0	-1	0	0	-5.6	-5
CC(C)c1ccc(NC2CCCN(C(=O)c3ccc4nccnc4c3)C2)cc1 (stereo not given)	-3	-7	0.0	10	0	1	0.5	2
CCCCN1CC(N2CCN(Cc3cccc(C)c3)CC2)CS1(=O)=O (stereo not given)	1	-5	-0.1	5	.	6	-0.5	-2
O=c1nc(N2CCCC2)nc(N2CCCC2)[nH]1	1	1	0.0	18	-6	-4	-3.1	0
CC(C)NC(=O)Nc1ccc2c(c1)C(=O)N([C@@H](C)CO)C[C@@H](C)[C@@H](CN(C)S(=O)(=O)c1ccc(Cl)cc1)OCCCC[C@@H](C)O2	-2	7	0.0	-30	1	-57	3.7	-1
Cc1ncc(CN2CCN(CCC(C)C)C(CCO)C2)s1 (stereo not given)	.	.	0.4	-9	2	-3	-1.5	-2
CCOC(=O)c1c(NC(=O)COC(=O)CCCOc2ccc(OC)cc2)sc(C(=O)NC)c1C	-5	1	0.2	2	-2	-12	-2.0	-1
Cc1noc(C)c1CC(=O)NC1CC(C)(C)Cc2c1cnn2-c1ccccc1 (stereo not given)	-3	4	0.2	12	-1	-12	0.6	-2
COc1ccc(OC)c(/C=N\NC(=O)CC(=O)NCCc2ccccc2)c1	.	.	0.2	3	2	-18	-4.2	.
Cn1c2nc(=O)[nH]c(=O)c-2cc2ccccc21	6	3	0.2	8	5	1	0.3	-107
COc1ccc2c(c1)Cc1sc(NC(=O)c3cccnc3)nc1-2	.	.	0.1	7	27	-17	-0.2	11
COc1cccc(CNC(=S)Nc2cccc(Cl)c2C)c1	7	-2	3.7	-8	5	-6	2.5	-4
CO[C@@H]1CN(C)C(=O)c2cc(NC(=O)c3ccc(Oc4ccccc4)cc3)ccc2OC[C@@H](C)NC[C@@H]1C	19	4	-0.2	18	4	47	-5.5	.
CCN(CC)c1ccc2cc(C(C)=O)c(=O)oc2c1	-17	.	.	-4	.	-494	.	5
COc1ccc2c3c([nH]c2c1)[C@H](CO)N(C(C)=O)CC31CN(S(=O)(=O)c2ccccc2)C1	.	.	0.1	8	.	6	-2.1	2
CC(C)C(=O)N1CCC(n2nccc2NC(=O)CCOc2ccccc2)CC1	-2	3	-0.1	1	-4	-5	-2.9	-2
N/C(=N\NC(=O)c1cccc(F)c1)c1cc2ccccc2oc1=O	-4	21	0.3	.	-12	-13	4.7	-3
Fc1cccc(Nc2nc3ccccc3n3nnnc23)c1	7	8	1.1	3	0	-122	1.7	1
Cc1ccc(Nc2ncc(C(=O)NCCCN3CCN(C)CC3)c3ccccc23)cc1Cl	.	.	-0.1	1	0	31	-2.1	0
COc1ccccc1-n1cnc2c(c1=O)c1nc3ccccc3nc1n2-c1ccc(C)c(C)c1	0	.	0.0	3	1	-9	5.2	-4
CC1Cc2ccccc2N1C1=NS(=O)(=O)c2ccccc21 (stereo not given)	-10	34	.	12	2	3	3.1	0
C[C@H](CO)N1C[C@H](C)[C@H](CN(C)C(=O)NC2CCCCC2)OCCCC[C@H](C)Oc2ccc(NC(=O)Nc3ccc(F)cc3)cc2C1=O	2	15	-0.1	2	10	-1	-4.6	0
